# S3 lipid droplet: qHTS Assay for Lipid Storage Modulators in Drosophila S3 Cells. AID 2685. Drosophila S3 cells, BODIPY lipid droplet fluorescence, 18-24 h; cells fed with added oleic acid. 320,000 compounds, 0.64% hits. Potency in µM for hits, for the others lipid storage change, negative = inhibition, % at the top dose, mostly 46.1 µM; active = well fitted inhibition curve with a large enough effect in the signal ratio, with a control signal flat, not every such curve was filed as active; inconclusive = small, poorly fitted or top-dose-only effect, or effect the other way, or a change in a side signal; the % refers to the signal ratio
#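 Drosophila S3 cells got compounds at several concentrations plus oleic acid (400 uM solution). Laser-scanning cytometry with 488 nm excitation read lipid droplets at 500-530 nm and cells at 575-640 nm. Percent activity was relative to 20 uM Triacsin C.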
# S3 lipid droplet cell count max: further read-out of S3 lipid droplet, marked with its call; cell number change, %; measured here: cell count max response;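 cells counted by Cell Tracker Red CMTPX staining in the red channel; peak over a dose series mostly up to 46.1 µM; percent activity relative to internal control wells on each plate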
# Numbers without * were called inactive; i = inactive; ? = inconclusive; . = no result given. % is scaled to controls: 0 for no effect and ±100 for the full control effect; potency is read from the fitted curve at half-maximal effect. An excerpt, so the mix of outcomes need not match the whole.
nr	molecule	S3 lipid droplet	S3 lipid droplet cell count max
1	COc1ccc(CN(C(=O)CN2C(=O)C(C)Oc3ccccc32)C2CCCC2)c(OC)c1 (configuration not stated)	i	-7
2	O=c1cc(/N=C/c2coc3cc(Br)ccc3c2=O)[nH]c(=S)[nH]1	-10%	-2
3	O=C(Nc1ccc(Cl)cc1)c1ccc(Br)cc1F	i	.
4	NC(=O)c1nsc(C(=O)N(CC(=O)NCc2ccccc2)c2ccc(F)cc2)c1N	?	.
5	COc1ccc2nc(SCC(=O)/C(C#N)=C(\C)N)[nH]c2c1	-11%	-8
6	COc1ccc2oc(=O)c(C(=O)NCc3ccccn3)cc2c1	1%	-4
7	Cc1ccc(C)c(N(CC(=O)NCCSCc2ccco2)S(C)(=O)=O)c1	?	.
8	CN(C)CCOC(c1ccc(Cl)cc1)c1ccccn1 (configuration not stated)	?	.
9	CS(=O)(=O)N(CC(=O)NCC1CCCO1)Cc1ccc(Cl)cc1 (configuration not stated)	7%	2
10	COc1cc(C=C2C(=O)OC(C)(C)OC2=O)ccc1OCC(=O)Nc1ccccc1	?	.
11	COCC(=O)Nc1cc(Cl)ccc1C	i	.
12	Cn1cc(S(=O)(=O)N2CCCC(C(=O)O)C2)cn1 (configuration not stated)	?	.
13	O=c1[nH]c2ccc(NC(=S)Nc3ccc(F)cc3)cc2[nH]1	8%	-7
14	CCOc1ccc(N(C(=O)CNC(=O)c2ccco2)C(C(=O)NC2CCCC2)c2ccco2)cc1 (configuration not stated)	?	.
15	O=C(CCn1nc(-c2ccccc2)c2ccccc2c1=O)Nc1cccnc1	-7%	1
16	Cc1ccccc1NC(=O)Cc1nc(COC(=O)CCOc2ccccc2)cs1	?	.
17	COc1cc(C=O)ccc1OCC(=O)N1CCOCC1	?	.
18	COC(=O)c1cccc(NC(=O)c2cc3ccccc3o2)c1	-3%	-16
19	CN(C)S(=O)(=O)N1CCC(CO)(Cc2cccc(C(F)(F)F)c2)CC1	-5%	15
20	CS(=O)(=O)N(CC(=O)Nc1ccccc1C(=O)NCc1ccccc1)c1ccc2c(c1)OCCO2	?	.
21	O/N=C/c1cn(-c2ccc(Cl)cc2)nn1	?	.
22	CCCCn1c(SCC(=O)N(CC)C2CCS(=O)(=O)C2)nnc1C(CC)N(C)C (configuration not stated)	?	.
23	COc1ccc(N2CCN(c3ncnc4scc(-c5ccccc5)c34)CC2)cc1	?	.
24	CCOc1ccc(C(=O)NCCC2=CCCCC2)cc1OCC	?	.

# Among those listed so far, 4 have fluorine.
nr	molecule	S3 lipid droplet	S3 lipid droplet cell count max
3	O=C(Nc1ccc(Cl)cc1)c1ccc(Br)cc1F	i	.
4	NC(=O)c1nsc(C(=O)N(CC(=O)NCc2ccccc2)c2ccc(F)cc2)c1N	?	.
13	O=c1[nH]c2ccc(NC(=S)Nc3ccc(F)cc3)cc2[nH]1	8%	-7
19	CN(C)S(=O)(=O)N1CCC(CO)(Cc2cccc(C(F)(F)F)c2)CC1	-5%	15

# Continued:
nr	molecule	S3 lipid droplet	S3 lipid droplet cell count max
25	Cc1c(N(C)C(=O)C2CCCN2S(=O)(=O)c2ccccc2)c(=O)n(-c2ccccc2)n1C (configuration not stated)	?	.
26	Cc1ccc2cccc(OCC(=O)N3CCc4ccccc43)c2n1	7%	16
27	Cc1noc(C)c1COC(=O)c1ccc(S(=O)(=O)NCc2ccco2)cc1	15%	-23
28	Cc1cc(C)nc(Nc2ccccc2Cl)n1	21%	11
29	CCOc1ccc(NC(=O)CN(C)C(=O)c2sc3ccccc3c2Cl)cc1OCC	?	.
30	COc1ccc(O)c(CN2CCC(n3nccc3NC(=O)CCOc3ccccc3)CC2)c1	?	.
31	O=C(NCc1cccc(C(F)(F)F)c1)c1cccc(S(=O)(=O)N2CCN(Cc3ccccc3)CC2)c1	2%	18
32	COCC(COS(N)(=O)=O)Cc1ccccc1 (configuration not stated)	?	.
33	CC(=O)N(CCCNC(=O)c1ccccc1)C(=O)c1ccccc1	?	.
34	CCOC(=O)Nc1ccc2c(c1)N(C(=O)CN(CC)CC)c1ccccc1C=C2	?	.
35	COc1ccc(CCNC(=O)CS(=O)Cc2nc(-c3cccs3)oc2C)cc1OC (configuration not stated)	-4%	-2
36	CCOc1ccc(-n2c(SCC)nc3c(c2=O)SCC3)cc1	i	11
37	COc1cc(-c2nnc(CSc3nnc(N)s3)o2)cc(OC)c1OC	?	.
38	Cc1ccc(NC(=O)CCNC(=O)c2ccco2)cc1Cl	?	.
39	Cc1cc(=O)[nH]c(SCC(N)=O)c1C#N	23µM*	-10*
40	CC(=O)N1c2ccccc2N(Cc2ccc(C)cc2C)C(=O)C1(C)C	?	.
41	Cc1sc(NC(=O)Cn2nc(C(F)(F)F)cc2C)c(C(=O)OC(C)C)c1C	-4%	-3
42	CC1(C)NC(=O)N(CCOCCSc2ccccc2)C1=O	?	.
43	Oc1ccc(CN2CCC(Cc3ccccc3)CC2)c2cccnc12	3%	6
44	CC(C)(C)c1ccc(S(=O)(=O)N2CCN(C(=O)C3=COCCO3)CC2)cc1	-14%	-7
45	Cc1ccc(C)c(C(=O)OCC(=O)Nc2cccc(S(=O)(=O)N3CCCCC3)c2)c1	?	.
46	CC(=O)N1CCN(S(=O)(=O)c2cccc(C(=O)NC3CC3)c2)CC1	?	.
47	COCCn1cnc2c1c(=O)n(CC(=O)NN)c(=O)n2Cc1ccccc1	?	.
48	Cc1cccc(N(C(=O)CNC(=O)c2ccco2)C(C(=O)NC2CCCC2)c2ccncc2)c1 (configuration not stated)	5%	18
49	O=C(COc1ccccc1)Nc1ccc(S(=O)(=O)Nc2ccccn2)cc1	?	.
50	CC(C)CC(=O)Nc1cccc(NC(=O)c2ccccc2Cl)c1	?	.
51	N=c1n(Cc2ccc(Cl)cc2)c2ccccc2n1CC(O)c1ccco1 (configuration not stated)	?	.
52	O=C(CSc1cccc2cccc(Cl)c12)NC1=NCCS1	18%	26
53	COc1ccc(C(C(=O)NC2CCCCC2)N(C(=O)Cc2c[nH]c3ccccc23)c2ccccc2)cc1OC (configuration not stated)	?	.
54	COc1ccc(C2OC[C@H]3O[C@H](O)[C@H](NC(C)=O)[C@@H](O)[C@@H]3O2)cc1 (some centres not stated)	?	.
55	O=C(Nc1cccc2ncccc12)c1ccc2c(c1)OCCO2	?	.
56	COc1ccc(S(=O)(=O)NCCOc2ccccc2)cc1F	?	.
57	O=C(Nc1ccc(O)cc1C(=O)O)c1ccc2c(c1)C(=O)N(Cc1ccco1)C2=O	?	.
58	COc1ccccc1C1NC(=O)CCC1[N+](=O)[O-] (configuration not stated)	3%	.
59	Cc1ccc(OCC(O)Cn2c3ccccc3c3ccccc32)cc1 (configuration not stated)	?	.
60	Cc1ccc(CN2CCC(n3nccc3NC(=O)CCOc3ccccc3)CC2)o1	?	.
61	Cc1ccc(S(=O)(=O)NCC(=O)NCC(=O)OCC(=O)N2CC(=O)Nc3ccccc32)cc1C	?	.
62	CC1(C)CC(=O)c2sc(N)nc2C1	21%	17
63	NC(=O)NC(=O)COC(=O)c1cccnc1Nc1ccccc1F	-4%	9
64	O=C(CNS(=O)(=O)c1ccc2ccccc2c1)OCc1nnc(-c2ccccc2)o1	?	.
65	CCNC(=S)N(Cc1cc2c(C)ccc(C)c2[nH]c1=O)C1CCCC1	8%	15
66	CC(C)Cc1nnc(NC(=O)CCC(=O)N2CCN(c3ccccc3)CC2)s1	?	.
67	O=C1NCCCc2nonc21	-2%	-1
68	CCc1nnc(SCC(=O)Nc2nc(C)c(C(=O)N(C)C)s2)n1CC	14%	-12
69	Cc1nnc(Sc2nc3c(c(=O)[nH]c(=O)n3C)n2CCCc2ccccc2)s1	-2%	-2
70	CCO/C=C1/C(=O)N(C(C)=O)c2ccccc21	0%	-1
71	COCCSc1ccccc1C(=O)N1CCOCC1	i	6
72	COCCn1c(C)cc(C(=O)CSc2ncnc3sc4c(c23)CCC4)c1C	i	-2
73	Cc1sc2ncnc(SCC(=O)Nc3nc(-c4ccc(F)c(F)c4)cs3)c2c1C	?	.
74	CC(C)NC(=O)c1onc(CSc2ccc(F)c(F)c2)c1C(=O)O	7%	-2
75	COc1ccccc1NC(=S)NC(NC(=O)CC(C)C)C(Cl)(Cl)Cl (configuration not stated)	9%	0
76	CSCCC(NC(=O)c1ccco1)C(=O)OCC(=O)Nc1sccc1C#N (configuration not stated)	?	.
77	Cc1nn(-c2ccccc2)c(C)c1/C=N/NC(=O)CSc1nnc(SCc2ccccc2Cl)s1	26%	.
78	COC(=O)CN(c1ccc(F)cc1)S(=O)(=O)c1ccc2c(c1)OCCO2	5%	.
79	O=C(Nc1ccc2nc(N3CCOCC3)sc2c1)c1ccccc1	?	.
80	c1ccc(CCNc2nc(-c3ccncc3)nc3ccccc23)cc1	?	.

# Later entries
nr	molecule	S3 lipid droplet	S3 lipid droplet cell count max
81	CSc1ccc(CCNC(=O)CN2C(=O)CCSc3ccccc32)cc1	5%	2
82	O=c1[nH]cnc(O)c1C(c1ccc([N+](=O)[O-])cc1)c1c(O)nc[nH]c1=O	?	.
83	COc1ccc(OC)c(C(=O)CSc2nc3ccccc3n2CC(=O)NC(C)(C)C)c1	?	.
84	Cc1cc(C)c(NC(=O)/C(=C/c2ccco2)c2ccccc2)c(C)c1	-3%	-8
85	NC(=O)c1ccc(NCC2CCCO2)c([N+](=O)[O-])c1 (configuration not stated)	?	.
86	COc1ccc(NC(=O)C(Cc2ccccc2)NC(=O)c2ccco2)cc1OC (configuration not stated)	?	.
87	Cc1onc(-c2ccccc2)c1C(=O)OCCOc1ccccc1F	?	.
88	Cc1ccc(S(=O)(=O)N2CCCCC2)cc1NC(=O)CSc1nncn1-c1ccccc1	-15%	-4
89	CC(C)(C)OC(=O)NCCCCCNC(=O)c1[nH]cnc1C(=O)Nc1ccon1	?	.
90	Cc1ccc(Nc2nnc(SCC(=O)c3ccc(O)cc3O)s2)cc1	?	.
91	CN(C)S(=O)(=O)c1cccc(-c2nnc3n2CCCCC3)c1	2%	10
92	O=C(Nc1ccccc1C(F)(F)F)C1CCN(C(=O)c2cccs2)CC1	i	-17
93	CCOC(=O)Cc1csc(NC(=O)c2sc3nc4cc(C)ccc4cc3c2N)n1	?	.
94	CC(CN1CCOCC1)OC(=O)C(C)(c1ccccc1)c1ccccc1 (configuration not stated)	-1%	0
95	CC(C)O/N=C1\C(=O)N(c2ccccc2)c2ccccc21	10%	24
96	CCOC(=O)C1CCCN(C(=O)c2sc3nc(-c4ccc(F)cc4)cn3c2C)C1 (configuration not stated)	?	.
97	Cc1ccc(C(=O)C(c2ccccc2)N2Cc3ccccc3C2=N)cc1 (configuration not stated)	?	.
98	O=C(NC1CCCCC1)c1cc(S(=O)(=O)N2CCCC2)ccc1Cl	?	.
99	COc1ccc(/C(C)=N/Nc2cccc(C(=O)O)c2)cc1OC	?	.
100	Cc1onc(-c2ccccc2)c1C(=O)Nc1nnc(N2CCCCCC2)s1	i	16
101	COc1cc(/C=N/NC(=O)c2cccc(S(=O)(=O)N3CCCC3)c2)cc(OC)c1O	?	.
102	CC1CN(C(=O)Nc2ccc(Br)cc2Cl)CC(C)O1 (configuration not stated)	?	.
103	COc1ccc(N2CCN(C(=O)Cn3cnc4c3c(=O)n(C)c(=O)n4C)CC2)cc1	?	.
104	CCN(c1ccccc1)S(=O)(=O)c1ccc(C(=O)NCCCn2ccnc2)cc1	?	.
105	COc1ccccc1CNC(=O)Cn1cc([N+](=O)[O-])ccc1=O	?	.
106	Cc1nn(C)c(=O)n1-c1ccc(OCc2ccccc2)cc1	?	.
107	Nc1ccc(Sc2ccccc2CC(=O)O)cc1	?	.
108	Cc1ccc(NC(=O)N2C3CCCC2CC(NC(=O)C2CC2)C3)cc1 (configuration not stated)	i	1
109	Cc1ccc([N+](=O)[O-])cc1NC(=O)C1CCCC1	?	.
110	CCn1cc(/C=C2/SC(=S)NC2=O)c(C)n1	?	.
111	CCC(C)C(NC(=O)C1CCC(=O)N1C(=O)OCc1ccccc1)C(=O)NC(Cc1ccccc1)C(N)=O (configuration not stated)	i	17
112	O=[N+]([O-])c1cccc(OCC(O)CN2CCN(S(=O)(=O)c3cc(Cl)ccc3Cl)CC2)c1 (configuration not stated)	?	.

# Quoted at random: four compounds from above
nr	molecule	S3 lipid droplet	S3 lipid droplet cell count max
111	CCC(C)C(NC(=O)C1CCC(=O)N1C(=O)OCc1ccccc1)C(=O)NC(Cc1ccccc1)C(N)=O (configuration not stated)	i	17
109	Cc1ccc([N+](=O)[O-])cc1NC(=O)C1CCCC1	?	.
112	O=[N+]([O-])c1cccc(OCC(O)CN2CCN(S(=O)(=O)c3cc(Cl)ccc3Cl)CC2)c1 (configuration not stated)	?	.
110	CCn1cc(/C=C2/SC(=S)NC2=O)c(C)n1	?	.

# (cont.)
nr	molecule	S3 lipid droplet	S3 lipid droplet cell count max
113	CSCCC(C(=O)N1CC2(C)CC1CC(C)(C)C2)N1C(=O)c2ccccc2C1=O (configuration not stated)	0%	-6
114	COc1ccc(NC(=O)COC(=O)CCc2cc(OC)c(OC)c(OC)c2)c([N+](=O)[O-])c1	?	.
115	CC(Sc1nc2cc([N+](=O)[O-])ccc2n1-c1ccc(F)cc1)C(=O)NCc1ccc2c(c1)OCO2 (configuration not stated)	?	.
116	COc1ccc(C(=O)OCCc2sc[n+](CC(=O)c3ccccc3)c2C)cc1	i	16
117	CCCOc1ccccc1/C=C1\SC(N)=NC1=O	12%	14
118	CCOC(=O)CSC1=C(C#N)C(c2ccc(C)o2)CC(=O)N1 (configuration not stated)	3%	3
119	CCCn1c(=N)n(CC(O)c2ccco2)c2ccccc21 (configuration not stated)	-3%	17
